uPA generation = qHTS for Inhibitors of Cell Surface uPA Generation; cell surface uPA generation assay, qHTS; Potency, µM (highest dose often 38.3 µM), inactives show at the top dose activity change, negative = inhibition, hits mostly inhibitors; hit rate 0.31% among 330,000; AID 540303, 2011; active = well fitted inhibition curve with a large enough effect; inconclusive = small, poorly fitted or top-dose-only effect; inactive = no such curve, though single readings can be large or run the other way; tested in mouse RAW 264.7 cells; note: potency is the fitted concentration of half-maximal effect; % is set by controls: 0 for no effect and ±100 for the full control effect; nearly all actives have a fitted effect of over 55% in size
Tb PFK block = qHTS Assay to Find Inhibitors of T. brucei phosphofructokinase | hit rate 0.17% among 330,000 | AID 485367, 2010 | T. brucei PFK, ADP-Glo luminescence | Potency, µM (highest dose often 57.5 µM), for inactives: at the top dose activity, negative = inhibition, hits mostly inhibitors | ATP-dependent 6-phosphofructokinase (Trypanosoma brucei brucei), O15648;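 note: potency is the fitted concentration of half-maximal effect; 0% = uninhibited 1x PFK enzyme wells and -100% = no-enzyme wells; nearly all actives have a fitted effect of over 60% in size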
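Compounds were pin-transferred as a titration series up to 57 uM into substrate buffer (0.5 mM F6P, 0.1 mM ATP, pH 8.0), then 1.25 nM PFK was added and reactions ran 45 min before ADP-Glo detection.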
ELG1 DNA repair = qHTS screen for small molecules that inhibit ELG1-dependent DNA repair in human embryonic kidney (HEK293T) cells expressing luciferase-tagged ELG1; HEK293T ELG1-luciferase reporter, luminescence, 16 h; DNA damage induced by 5-fluorouridine; Potency, µM (series often up to 46.1 µM), for the others: top-dose activity change, negative = inhibition, usual class: inhibitors; hit rate 2.3% among 330,000; note: potency is the fitted concentration of half-maximal effect; % is set by controls: 0 for no effect and ±100 for the full control effect; nearly all actives have a fitted effect of over 55% in size
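In this reporter screen, reduction of luminescence relative to DMSO vehicle indicated activity. Compounds and 5-fluorouridine were added together to 2,000 cells per well, incubated for 16 hr at 37 °C, then developed with ONE-Glo.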
TSHR antag = Antagonists of the Thyroid Stimulating Hormone Receptor: HTS campaign; Thyrotropin receptor (Homo sapiens), P16473; TSHR-expressing cells, TSH-stimulated cAMP HTRF, 2 h; stronger effect = lower value; activity change, negative = inhibition, % at 11.5 µM; hit rate 0.2% among 330,000;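 active = activity change below a set negative limit, meaning inhibition stronger than a set level, cut at about -70% in these data; inconclusive = activity change between two set negative limits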; note: % is set by controls: 0 for no effect and ±100 for the full control effect
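TSHR-expressing cells, 200/well, pre-treated with compound, then stimulated with EC80 TSH (4nM final) for 2 hours at 37 deg C. cAMP measured by competitive HTRF: anti-cAMP cryptate antibody in lysis buffer plus cAMP-d2, read after 30 minutes at room temperature.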
B2AR arrestin = qHTS assay of beta-arrestin-biased ligands of beta2-adrenergic receptor | beta-arrestin recruitment to beta2AR, cell-based reporter | AID 492947, 2010 | hit rate 0.02% among 330,000 | Potency, µM (titrated, usually from 46.1 µM), for inactives: at the top dose activation, hits mostly activators | Beta-2 adrenergic receptor (Homo sapiens), P07550;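 note: potency is the fitted concentration of half-maximal effect; 0% = DMSO controls and full agonism = EC100 isoproterenol or metaproterenol; nearly all actives have a fitted effect of over 65% in size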
Target sequence (P07550 whole entry, looked up): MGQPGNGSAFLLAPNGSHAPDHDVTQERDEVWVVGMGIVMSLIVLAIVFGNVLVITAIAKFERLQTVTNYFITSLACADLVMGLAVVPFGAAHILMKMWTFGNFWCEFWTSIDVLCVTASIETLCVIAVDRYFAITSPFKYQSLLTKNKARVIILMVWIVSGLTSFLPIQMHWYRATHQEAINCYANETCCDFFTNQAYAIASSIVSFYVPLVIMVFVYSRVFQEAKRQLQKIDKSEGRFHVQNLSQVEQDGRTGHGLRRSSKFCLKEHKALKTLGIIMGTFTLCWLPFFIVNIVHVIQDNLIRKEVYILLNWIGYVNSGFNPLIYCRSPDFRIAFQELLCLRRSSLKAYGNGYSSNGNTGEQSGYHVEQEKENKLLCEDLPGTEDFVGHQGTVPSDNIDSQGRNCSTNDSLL
Eya2 inh = qHTS Assay for Inhibitors of the Phosphatase Activity of Eya2 | Protein phosphatase EYA2 (Homo sapiens), O00167 | recombinant Eya2, OMFP fluorescence dephosphorylation (OMFP is methylfluorescein phosphate) | Potency, µM (doses to about 76.9 µM), without a hit: at the top dose activity, negative = inhibition, hits mostly inhibitors | hit rate 0.006% among 330,000 | AID 488837, 2010; note: potency is the fitted concentration of half-maximal effect; % is set by controls: 0 for no effect and ±100 for the full control effect
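Eya2 protein (added as 0.2 uM solution) was preincubated with compound for 10 min at ambient temperature in 50 mM HEPES pH 7.5, 50 mM NaCl, 5 uM MgCl2, 0.05% BSA, 1 mM DTT. OMFP (added at 50 uM) then reacted 10 min; fluorescence read at 485/525 nm.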
BCR signal inh = qHTS Assay to Find Inhibitors of Chronic Active B-Cell Receptor Signaling | AID 493014, 2011 | ABC-DLBCL IkBa-CBG/CBR reporter, luminescence ratio, 4 h | hit rate 0.05% among 340,000 | Potency, µM (series often up to 46.1 µM), without a hit: at the highest dose ratio change, negative = lower green/red ratio, usual class: inhibitors; active = well fitted inhibition curve with a large enough effect in the signal ratio, with a control signal flat, not every such curve was filed as active; inconclusive = small, poorly fitted or top-dose-only effect, or effect the other way, or a change in a side signal; the % refers to the signal ratio;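 note: potency is the fitted concentration of half-maximal effect; plate controls were basal doxycycline-induced cells for no effect and cells given 10 µM MG132 for full effect; MG132 reads +100%, hits lower the ratio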
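TMD8 ABC-DLBCL cells carrying doxycycline-inducible green luciferase fused to IkappaBalpha plus unfused red luciferase were exposed to compounds (up to 46 uM) for 4 hrs at 37C. Activity came from the overlap-corrected green/red luminescence ratio.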
USP2a block = qHTS Assay for Inhibitors of Ubiquitin-specific Protease USP2a Using CHOP2 as the Reporter; Ubiquitin carboxyl-terminal hydrolase 2 (Homo sapiens), O75604; USP2 core, Ub-CHOP2 coupled fluorogenic reporter, 485/531; Potency, µM (series often up to 38.3 µM), for the others: top-dose activity change, negative = inhibition, actives largely listed as inhibitors; hit rate 0.01% among 330,000; AID 463254, 2010;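 note: potency is the fitted concentration of half-maximal effect; plate controls were DMSO wells for no effect and full inhibition by NEM control for full effect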
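USP2 core (10nM final) preincubated 30min RT with compound in 20mM Tris-HCl pH 8.0, 2mM CaCl2, 2mM beta-mercaptoethanol, 0.05% CHAPS; 25nM Ub-CHOP2 plus 25nM reporter substrate added, fluorescence (Ex485/Em531) read after 60min.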
TSG101-PTAP inh = qHTS Assay for Iinhibitors of HIV-1 Budding by Blocking the Interaction of PTAP/TSG101; Tumor susceptibility gene 101 protein (Homo sapiens), Q99816; Fluorescence polarization, FITC-PTAP peptide / Tsg101 binding; Potency, µM (series often up to 115 µM), for the others: top-dose activity change, negative = inhibition, hits mostly inhibitors; 340,000 tested, under 10 active; active = well fitted inhibition curve with a large enough effect in the main read-out, with a control signal flat, not every such curve was filed as active; inconclusive = small, poorly fitted or top-dose-only effect, or effect the other way, or a change in a side signal; inactive = no such curve, though single readings can be large or run the other way; note: potency is the fitted concentration of half-maximal effect; % of control where 0% means no effect
Target sequence (Q99816 whole entry, looked up): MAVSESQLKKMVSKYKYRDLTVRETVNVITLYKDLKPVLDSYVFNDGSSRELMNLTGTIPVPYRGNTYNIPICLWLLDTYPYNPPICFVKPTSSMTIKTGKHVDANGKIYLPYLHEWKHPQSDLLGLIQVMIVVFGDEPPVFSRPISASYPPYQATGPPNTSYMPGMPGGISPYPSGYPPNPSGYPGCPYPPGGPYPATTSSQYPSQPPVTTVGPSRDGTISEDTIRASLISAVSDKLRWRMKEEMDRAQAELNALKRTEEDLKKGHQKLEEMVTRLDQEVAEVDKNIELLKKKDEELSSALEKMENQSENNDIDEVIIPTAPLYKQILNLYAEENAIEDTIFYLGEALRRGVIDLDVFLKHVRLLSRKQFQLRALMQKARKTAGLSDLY
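FP read-out: FITC-PTAP peptide, 50 nM final, binding Tsg101 binding domain, 10 uM final; 20 min, r.t.; 10 mM HEPES pH 7.5, 0.15 M NaCl, 0.01% Tween 20, 3 mM EDTA, 0.1 mM TCEP.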
Mito fusion yeast = qHTS Assay for Small Molecule Inhibitors of Mitochondrial Division or Activators of Mitochondrial Fusion; S. cerevisiae fusion-defective mutant growth rescue, CellTiterGlo 48 h; hit rate 0.23% among 320,000; Potency, µM (series often up to 46.1 µM), inactives show at the highest dose growth rescue (activation), usual class: activators; AID 485298, 2010;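 note: potency is the fitted concentration of half-maximal effect; % of control where 0% means no effect; nearly all actives have a fitted effect of over 45% in size; temperature-sensitive fusion mutants such as fzo1-1 at 37 °C on non-fermentable ethanol glycerol medium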
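S. cerevisiae fusion-defective temperature-sensitive mutants (e.g. fzo1-1, mgm1-5) grown 48 h at 37C in YPEG (ethanol/glycerol non-fermentable) medium with 23 nl compound per well; growth rescue read as CellTiterGlo luminescence.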
TCR activator = Activators of T cell receptors: qHTS campaign; AID 504894, 2011; Potency, µM (top dose mostly 9.22 µM), inactives show at the top dose activation of IL-2 secretion, hits mostly activators; primary human leukocytes, anti-CD3, IL-2 HTRF, 48 h; 330,000 tested, under 10 active; note: % of control where 0% means no effect
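48 hr co-incubation of compounds, a-CD3 beads and primary human leukocytes; IL-2 quantified homogeneously by HTRF with anti-IL-2 K and d2 conjugates.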
* marks the source's active call; other numbers are inactive results; ? = inconclusive; . = no result given; [ ] = remark or other dose. Unless noted, calls come from the whole dose curve; as a rule, active = well fitted curve in the direction sought with a large enough effect; inconclusive = small, poorly fitted or top-dose-only effect, or another doubt; inactive = no such curve, though single readings can be large; an effect the other way counts as inactive or inconclusive.

SMILES	uPA generation	Tb PFK block	ELG1 DNA repair	TSHR antag	B2AR arrestin	Eya2 inh	BCR signal inh	USP2a block	TSG101-PTAP inh	Mito fusion yeast	TCR activator
CCSc1nnc(NC(=O)Cn2cnc3c2c(=O)n(C)c(=O)n3C)s1	-0.3%	1.5%	-5.8%	2.1	0.0%	-3.9%	0.1%	-1.9%	1.0%	-0.5%	-3.7%
Cc1nc(CNS(=O)(=O)c2ccc(F)cc2)cs1	-7.0%	-0.6%	13.4%	6.1	-0.1%	8.1%	5.1%	-0.3%	0.0%	8.1%	1.6%
COCC(C)N1CCC(n2nccc2NC(=O)CCOc2ccccc2)CC1 (configuration not stated)	11.2%	0.5%	0.0%	4.8	-0.2%	0.6%	0.4%	1.9%	-2.9%	1.5%	-0.3%
Clc1ccc(C2=CC(c3ccco3)n3ncnc3N2)cc1 (configuration not stated)	-4.5%	-0.3%	-5.7%	-3.2	-0.5%	14.2%	-0.7%	25.0%	?	3.3%	-9.2%
COCc1cc(=O)[nH]c2c1c(-c1ccccc1)nn2C	19.2%	0.0%	-1.5%	-7.7	-0.9%	-16.1%	16.6%	7.5%	-4.8%	0.9%	0.5%
COC(=O)c1ccc(COC(=O)c2ccc(CO)cc2)o1	-4.8%	3.6%	7.1%	10.3	-1.5%	6.2%	?	-0.6%	-5.0%	-1.2%	-9.8%[46.1 µM]
O=C(CC1SC(=Nc2ccc(OC(F)F)cc2)N(CCN2CCOCC2)C1=O)Nc1ccccc1 (configuration not stated)	-15.4%	0.2%	-6.4%	10.0	0.0%	-17.0%	-3.0%	9.6%	-0.4%	-0.6%	1.1%
O=C(NCc1ccccn1)c1ccc(Cn2c(=S)[nH]c3ccc(Br)cc3c2=O)cc1	4.3%	-0.5%	-1.2%	-1.9	0.3%	3.3%	-8.3%	-0.4%	-4.2%	-0.4%	.
Cc1c(NC(=O)CN2CCN(C(=O)c3ccco3)CC2)c(=O)n(-c2ccccc2)n1C	10.2%	1.2%	16.0%	-4.3	-0.6%	10.8%	-4.3%	2.9%	-4.1%	-2.6%	.
COC(=O)Cn1cc(C(=O)C(C)(C)C)c2ccccc21	.	0.1%	-4.3%	14.1	0.8%	3.7%	6.8%	1.5%	-2.4%	-0.3%	-4.5%
COc1ccccc1CNC(=O)CN(C)Cc1ccc(SC)cc1	-0.1%	1.8%	-11.3%	9.5	0.5%	6.8%	-6.9%	3.1%	0.0%	1.6%	-2.8%
Cc1coc(C)c1C(=O)CC1(O)C(=O)Nc2cc(Cl)cc(Cl)c21 (configuration not stated)	2.8%	-3.7%	-6.5%	-10.3	-0.8%	21.4%	?	2.0%	-3.0%	-2.6%	3.9%
CN(C)S(=O)(=O)c1ccc(-c2csc(N/N=C/c3ccco3)n2)cc1	-5.7%	0.8%	?	-38.3	-0.8%	-15.0%	?	-0.4%	-4.3%	-5.1%	0.8%
CCCN(Cc1ccccc1)C(=S)Nc1cccc(C)c1C	-3.6%	-1.5%	-2.9%	3.8	-0.1%	3.5%	1.0%	0.7%	-1.8%	-11.2%	-1.4%
O=C(Cn1c(C(F)(F)F)nc2ccccc21)c1ccc(Cl)cc1	7.5%	6.1%	-23.5%	1.1	-0.9%	16.3%	-0.7%	-2.3%	-4.9%	4.3%	.
COc1ccccc1C(=O)NCCC(=O)Nc1ccc(S(=O)(=O)Nc2ncccn2)cc1	-4.5%	0.1%	?	18.2	-0.1%	31.3%	-1.8%	1.0%	-5.4%	-1.8%	0.3%
Cc1cccc(NC(=O)CSc2nnc(NC(=O)c3ccco3)s2)c1	-15.0%	10.4%	?	-6.0	-0.1%	23.6%	4.2%	2.4%	-1.7%	-6.4%	-73.8%
O=c1c2ccccc2nc2n1-c1ccccc1CCC2	.	-6.0%	8.4%	-6.1	0.0%	13.6%	2.9%	0.4%	-2.0%	16.5%	0.1%
COc1cccc(/C=N/Nc2nc(Nc3ccc([N+](=O)[O-])cc3)nc(N3CCCC3)n2)c1O	-8.5%	-9.4%	6.51µM*	-14.4	0.0%	-4.3%	?	0.3%	-2.7%	4.5%	-1.8%
CC1CCCN(C(=O)c2cc(-c3ccco3)nc3ccccc23)C1 (configuration not stated)	?	-4.4%	10.9%	154.4	0.0%	-7.4%	-2.2%	2.0%	0.5%	13.0%	-1.8%
CC(OC(=O)c1nsc(Cl)c1Cl)C(=O)NCc1ccc2c(c1)OCO2 (configuration not stated)	9.8%	-1.3%	-1.3%	19.4	-0.7%	-5.3%	3.4%	0.7%	-1.7%	7.3%	1.6%
O=C(/C=C\NCC(=O)c1ccccc1)c1ccc2ccccc2c1	-8.0%	-0.4%	?	-1.2	-0.5%	15.2%	0.0%	-0.5%	0.1%	3.3%	17.1%[46.1 µM]
Nc1ccc2nc(-c3ccc(N)c(Cl)c3)[nH]c2c1	-9.7%	?	4.1%	-20.8	0.0%	-1.2%	?	?	0.5%	-1.7%	6.6%[46.1 µM]
CCOc1cc(CN2CCCC(N3CCc4ccccc4C3)C2)ccc1O (configuration not stated)	10.3%	-2.9%	-3.1%	7.5	-0.3%	9.0%	4.1%	1.2%	-8.4%	-0.5%	-12.1%
CCc1nnc(NC(=O)CSc2nnc(CNc3ccc(Cl)cc3)o2)s1	3.3%	-16.3%	22.8%	4.1	0.2%	1.3%	10.8%	1.0%	-0.9%	-2.6%	2.5%
CN(C)S(=O)(=O)c1cccc(COc2ncnc3c(Cl)cc(Cl)cc23)c1	-1.6%	4.4%	18.3µM*	26.2	0.0%	2.5%	-2.1%	1.8%	-8.2%	-7.8%	1.2%
CCCn1c(=O)c2ccccc2n2c(SCN3C(=O)c4ccccc4C3=O)nnc12	.	-0.8%	8.4%	9.1	0.0%	8.8%	3.5%	2.5%	.	1.4%	.
CCc1cc(=O)oc2cc(OC(=O)CN3C(=O)NC4(CCCC4)C3=O)ccc12	-0.4%	0.2%	-7.2%	10.8	-0.6%	-17.5%	0.2%	0.3%	0.1%	-0.1%	.
CN(C)c1nnnn1-c1cccc(Oc2ncc(C(F)(F)F)cc2Cl)c1	-0.9%	9.9%	?	1.4	-0.3%	0.3%	7.4%	-0.8%	1.8%	7.8%	1.5%
COc1cccc(-c2noc(N)c2C#N)c1	.	0.0%	15.6%	36.9	0.1%	3.5%	?	3.4%	-2.3%	-9.8%	7.0%
Cc1ccccc1C(=O)N1N=C(c2ccc(NS(C)(=O)=O)cc2)CC1c1cccs1 (configuration not stated)	-1.3%	16.1%	?	-27.1	0.1%	-5.2%	-0.7%	1.6%	0.1%	-9.2%	-2.1%
O=C(Nc1ccnn1C1CCN(Cc2cc(Cl)ccc2O)CC1)c1cccnc1	1.8%	2.1%	3.1%	-9.7	-0.2%	-6.2%	-6.2%	2.0%	-0.1%	1.1%	-2.6%
COc1ccc(OCc2nnc3n2N=C(c2ccc(OC)cc2)CS3)cc1	-20.0%	2.3%	-8.4%	-9.4	6.4%	7.6%	?	-1.1%	-1.9%	6.5%	-0.7%
O=C(c1cccs1)N1CCCC(c2nc3c(nnn3Cc3ccc(F)cc3)c(=O)[nH]2)C1 (configuration not stated)	-4.5%	0.0%	?	7.5	-0.1%	-4.8%	1.3%	2.5%	-9.8%	-8.4%	-2.1%

Compound activity from PubChem.
